PGC1a acetyl inh: lowers PGC1a acetylation signal in U2OS cells. AlphaScreen anti-acetyl-lysine; with virally co-expressed GCN5 acetyltransferase. inhibition, % at 15.6 µM. hit rate 0.17% among 350,000. AID 651687;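 active = every replicate shows inhibition of at least 40%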;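 note: 0% = neutral control wells and 100% = positive control wells; some results beyond the cut were filed as inactive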
PAX8 reporter: PAX8 transcriptional activity inhibition; inhibition, % at 12.6 µM; hit rate 1.2% among 360,000; RMG-I TPO-luciferase reporter, SteadyGlo, 24 h; AID 652154;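 active = mean replicate inhibition at least 60% with every replicate also reaching 60%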;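 note: luciferase light reporting Pax8 driven TPO promoter activity; plate controls were median of neutral control wells for no effect and mitoxantrone controls for full effect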
ARNT TACC3 PPI: ARNT/TACC3 interaction disruption | Q9Y6A5 | AlphaScreen His-ARNT PAS-B/GST-TACC3 binding, luminescence; TACC3 fragment carries E629A point mutation | inhibition, % at 9.99 µM | hit rate 0.66% among 390,000 | AID 623870;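 active = mean inhibition of replicates at least 50% and at least half of replicates each reaching 50%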;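 note: 0% = complete ARNT plus TACC3 wells and 100% = ARNT alone without TACC3; many hits fall short of the cut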
Statin myotox sup: protects C2C12 myotubes from simvastatin toxicity; rescue of ATP level, % at 7.49 µM; hit rate 0.78% among 330,000; ATP luminescence, 48 h; scaled: DMSO 0, geranylgeraniol control 100; AID 602340;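 active = mean ATP rescue above about 67%, or every replicate alone reaching that limit, limit read from the data, passing the limit was not always enough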;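 note: myotubes were challenged with 10 µM simvastatin during compound exposure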
INS-1E GSIS act: primary screen for activators of insulin secretion dependent on glucose, INS-1E cells, GLuc reporter luminescence. activation, % at 16.6 µM. AID 743287. INS-1E GLuc reporter insulin secretion, 2-3 h. hit rate 0.61% among 370,000;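 active = lowest replicate activation of at least 40%, so every replicate reaches that level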;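 note: 0% = median of neutral control wells and 100% = median of IBMX positive control wells; some compounds called inactive have numbers as strong as hits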
Cneo AK release: causes C. neoformans cell lysis. lysis activity, % at 15 µM. hit rate 0.2% among 360,000. AID 651654. adenylate kinase release luminescence, 4 h; normalised: neutral wells 0, clomiphene wells 100;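 active = mean lysis activity across replicates of at least 80%, whatever share of replicates individually reach that level; inactive = mean lysis activity below 80%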
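Assay system: C. neoformans cells. Amount: yeast cell density of 5 × 10^6 cells/mL. Technique: AK luminescence. Buffer or medium: YPD. Times: static 4 h at 37 °C with compound, 1 h detection. Dosing: single-point compound dose. Read-out: lysis from increased AK signal.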
PglD inh: blocks C. jejuni PglD acetyltransferase activity; purified PglD enzyme, DTNB colorimetric CoA detection; inhibition, % at 12.5 µM; hit rate 0.098% among 360,000; in the data active = inhibition above about 16%, passing the limit was not always enough; note: strong numbers were not always called active
LGR2 antag: Drosophila LGR2 receptor signaling inhibition | HEK293 LGR2, CRE-luciferase, bursicon-stimulated, 4 h | inhibition, % at 9.99 µM | hit rate 0.35% among 380,000;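 active = drop in luminescence signal, shown as inhibition above about 50% in the replicate tests, limit read from the data, passing the limit was not always enough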;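 note: agonist challenge used bursicon conditioned medium at about half maximal strength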
Active calls of the source: *; · = not tested or not shown.

Molecule,INS-1E GSIS act,Statin myotox sup,PGC1a acetyl inh,PglD inh,ARNT TACC3 PPI,LGR2 antag,Cneo AK release,PAX8 reporter
Cc1ccc(S(=O)(=O)N2CCOCC2)cc1C(=O)OCC(=O)NC1CCCC(C)C1C (configuration not stated),-5.0,1.2,-7.4,-5.9,·,15.2,-0.7,7.6
CN(CCC(=O)Nc1cc(S(=O)(=O)N(C)C)ccc1Cl)CC(=O)Nc1ccc(F)cc1,-1.1,5.2,·,8.7,-14.4,-27.6,-1.4,15.2
N#C[C@@H]1[C@H](c2ccc(C3=CCCCC3)cc2)[C@H](CO)N1C(=O)NC1CCCCC1,-44.9,6.5,-1.9,2.9,8.4,15.6,0.1,4.8
Cc1ccc(S(=O)(=O)N2CCN(C(=O)CSc3ccc(Cl)cc3)CC2)cc1,-35.3,-1.9,2.3,6.6,1.1,10.2,-1.0,3.6
Cc1ccsc1C(=O)N1CCCC(CCC(=O)NCc2ccc(F)c(F)c2)C1 (configuration not stated),-12.1,20.3,13.1,-3.1,-0.2,1.2,-8.2,9.9
C[C@@H]1CN([C@@H](C)CO)C(=O)c2cc(C#CCN(C)C)cnc2O[C@@H]1CN(C)Cc1ccc(C(=O)O)cc1,10.4,-6.4,2.1,2.4,-14.0,-0.4,-2.6,-8.4
COCCNC(=O)C1CC2Cn3c(nc4cc(Cl)c(Cl)cc43)C2N1C (configuration not stated),-12.2,3.8,5.1,-3.7,-9.1,-7.0,-1.9,6.9
CCc1cnc(N2[C@H](C#N)[C@@H](c3ccc(C4=CCCC4)cc3)[C@@H]2CO)s1,2.4,7.7,-2.6,-0.7,15.2,-11.0,2.3,0.3
Cc1ccc(C)c2[nH]c(=O)c(CCNC(=O)c3ccc4c(c3)OCO4)cc12,·,59.1,-8.8,1.2,·,·,0.7,·
COc1cccc(/C=N/Nc2ccc([N+](=O)[O-])cn2)c1O,8.4,-89.6,28.6,-0.5,11.9,67.1*,-2.5,90.8*
COc1ccc(CN(CC2CCC(C(=O)O)CC2)C(=S)Nc2ccccc2C)cc1 (configuration not stated),4.0,7.5,0.9,3.6,-4.4,18.7,3.7,11.3
O=C(Nc1cc(F)ccc1F)N[C@@H]1CC[C@@H](CCn2cc(C3CC3)nn2)O[C@H]1CO,7.1,1.7,-8.8,2.9,0.7,10.3,-4.4,2.6
CCCNC(=O)N(C)C[C@H]1Oc2ncc(-c3ccc(OC)cc3)cc2C(=O)N([C@@H](C)CO)C[C@H]1C,8.0,6.1,-10.6,2.0,-9.7,-1.5,-2.7,·
Cc1noc(C)c1CSc1ccccc1C(=O)O,-2.6,-2.1,-1.8,0.8,6.8,14.6,0.0,2.9
CCOc1cc(NS(=O)(=O)c2ccc(OC)cc2)c(OCC)cc1NC(=O)c1ccco1,·,0.9,·,5.8,-0.2,·,0.8,4.7

Compound profiles, from the list above.
`CCCNC(=O)N(C)C[C@H]1Oc2ncc(-c3ccc(OC)cc3)cc2C(=O)N([C@@H](C)CO)C[C@H]1C` is entered as INS-1E GSIS act = 8.0; Statin myotox sup = 6.1; PGC1a acetyl inh = -10.6; PglD inh = 2.0; ARNT TACC3 PPI = -9.7; LGR2 antag = -1.5; Cneo AK release = -2.7; PAX8 reporter = ·
`O=C(Nc1cc(F)ccc1F)N[C@@H]1CC[C@@H](CCn2cc(C3CC3)nn2)O[C@H]1CO` is entered as INS-1E GSIS act = 7.1; Statin myotox sup = 1.7; PGC1a acetyl inh = -8.8; PglD inh = 2.9; ARNT TACC3 PPI = 0.7; LGR2 antag = 10.3; Cneo AK release = -4.4; PAX8 reporter = 2.6

Next results
Molecule,INS-1E GSIS act,Statin myotox sup,PGC1a acetyl inh,PglD inh,ARNT TACC3 PPI,LGR2 antag,Cneo AK release,PAX8 reporter
CCOc1ccc(C(=O)OCC(=O)NC2CCCC2)cc1OCC,41.2*,3.0,1.4,-3.9,-8.3,-3.2,-3.3,-12.3
CC(C)(C)c1ccccc1NC(=O)c1cc(-c2ccncc2)nc2ccccc12,·,-4.4,-3.3,3.2,3.1,-2.5,0.1,·
COc1ccc(N2CCN(CCCNC(=O)C3CCC(CNc4nc(=S)[nH]c5ccccc45)CC3)CC2)cc1 (configuration not stated),-15.2,·,·,·,-4.9,24.9,·,13.5
C[C@@H]1CN([C@H](C)CO)C(=O)c2cc(NC(=O)c3ccncc3)ccc2O[C@@H]1CN(C)Cc1ccncc1,-2.1,-4.7,-0.1,1.7,-1.3,2.7,-5.3,-0.8
Nc1c(-c2ccccc2Cl)cnn1-c1cccc([N+](=O)[O-])c1,·,-1.1,10.3,-6.4,9.4,·,-0.6,·
CCCN1CCN(CCCNC(=O)CN2C(=O)c3cccnc3Oc3ccc(C)cc32)CC1,7.2,-5.9,6.0,-6.8,-1.0,9.4,-1.3,-17.8
O=S(=O)(Cc1ccc(Cl)cc1)N1CCCCCC1,11.4,-9.2,·,4.0,1.3,-1.6,-0.9,-13.1
C[C@@H]1CN([C@@H](C)CO)C(=O)c2cc(NC(=O)Nc3ccc(C(F)(F)F)cc3)ccc2O[C@@H]1CN(C)C,-18.3,-19.1,-10.6,-0.7,-0.7,-24.9,2.1,3.8
C[C@@H]1CN([C@H](C)CO)C(=O)c2cc(C#Cc3ccccc3F)cnc2O[C@H]1CN(C)C(=O)C1CCOCC1,4.4,4.9,-6.1,7.1,-7.8,-9.0,8.4,-11.0
CN1c2ccc(-c3ccc(C#N)cc3)cc2[C@@H]2[C@@H](CCN2C(=O)CC2CC2)[C@H]1CO,11.8,-1.9,-16.1,-1.2,-16.1,-12.0,-8.2,-0.9
CCOc1ccc(-c2nnc3ccc(SCc4ccc(C(=O)OC)o4)nn23)cc1,-21.5,2.7,10.6,-0.1,20.5,-1.9,0.0,·
O=[N+]([O-])c1ccc(C2OCCO2)cc1CS(=O)(=O)c1ccccc1,-5.4,5.4,·,-2.8,-1.9,·,3.9,12.5
Cc1noc(C)c1S(=O)(=O)Nc1ccc2c(c1)C(=O)N([C@H](C)CO)C[C@H](C)[C@H](CN(C)S(=O)(=O)c1cccs1)O2,-11.8,0.4,2.5,1.9,-2.6,1.6,0.4,8.6
Cc1ccc(C)c(C(=O)CCC(=O)Nc2cccnc2)c1,·,0.7,4.3,3.5,-6.8,·,-0.5,7.3
O=C(O)c1cccc(Cn2c(Cl)c(/C=N/NC(=O)c3ccccc3O)sc2=O)c1,-1.1,-0.3,-10.8,0.9,29.3,10.9,-2.7,-4.2
CS(=O)(=O)c1ccc2nc(NC(=O)CCNC(=O)c3ccccc3Cl)sc2c1,-4.9,3.8,6.0,0.1,1.5,-2.9,3.8,4.0
C=CCn1c(SCC(=O)N(C(C)CC)C2CCS(=O)(=O)C2)nc2ccccc2c1=O (configuration not stated),6.0,-9.6,1.1,-4.8,-0.7,-25.4,3.1,21.1
COc1ccc(NC(=O)C2CCC(=O)N2)cc1 (configuration not stated),·,10.8,·,3.2,20.5,·,0.8,·
C[C@H]1CN([C@@H](C)CO)S(=O)(=O)c2ccc(-c3cccnc3)cc2O[C@@H]1CN(C)Cc1ccccn1,2.3,·,-0.1,1.5,-1.2,0.5,-1.9,·
COc1cccc(C(O)c2cnc(C(C)C)n2C)c1 (configuration not stated),5.1,·,·,·,-4.0,1.7,·,6.9
O=C(OCc1cc(=O)n2ccsc2n1)c1ccc(O)cc1O,44.1,4.3,·,1.4,·,-37.3,-0.8,-50.8
COc1ccc(CN(C(=O)CSc2nnc(-c3ccc(OC)c(OC)c3)o2)c2ccc(F)cc2)cc1,·,24.6,-2.5,-4.0,-0.6,·,0.2,13.3
CC1CC(C)CN(C(=O)C(C)N(C)CC(=O)Nc2ccccc2Cl)C1 (configuration not stated),5.6,·,·,·,-9.8,14.8,·,19.4
COc1ccc(NC(=O)Nc2ccc3c(c2)C(=O)N([C@@H](C)CO)C[C@@H](C)[C@H](CN(C)S(=O)(=O)c2ccc(C)cc2)O3)cc1,-37.6,-55.1,3.3,-0.7,0.5,8.9,2.7,-19.3
O=C(Nc1sc2c(c1C(=O)O)CCCCC2)c1cccs1,-24.2,·,-2.3,·,1.4,-32.5,·,-33.8
CCC(=O)Nc1ccc(-c2cc3ccccc3oc2=O)cc1,1.0,·,·,·,-9.8,-28.1,·,-83.2
CCc1ccc2c(c1)NC(=O)C2(C)Cc1ccc(C(F)(F)F)nc1 (configuration not stated),-7.8,-3.3,-2.0,-0.6,·,-10.5,0.4,-1.4
Cn1ccc2c(-c3cncc4ccccc34)cc3c(c21)C1CCC3C1 (configuration not stated),-2.3,-18.2,4.7,4.5,·,1.9,2.4,7.9
CN(Cc1cccs1)C(=O)c1ccc(Cl)c(S(=O)(=O)N2CCCCCC2)c1,·,-5.8,-13.2,3.4,-2.5,8.6,1.9,8.9
O=S(Cc1ccc(Cl)cc1)c1ccccc1 (configuration not stated),·,-1.9,18.5,·,-3.4,-2.3,·,-20.8
NC(=O)CC(NC(=O)c1ccc(Br)cc1)c1ccc(NC2CCCCCC2)c([N+](=O)[O-])c1 (configuration not stated),16.6,-26.9,·,-2.8,-3.1,·,1.1,22.2
O=C(c1ccccc1)N1C[C@H]2[C@@H](c3ccccc31)[C@H](CO)N2S(=O)(=O)c1ccccc1,13.7,-0.3,-10.4,2.8,-0.9,10.9,-2.1,4.3
COc1cccc(/C=N/NC(=O)CCn2nnc3ccccc32)c1,6.9,3.9,2.5,-2.8,8.8,-6.3,-1.5,-5.3
CN(Cc1ccccc1)C(=O)c1ccc(NC2=NC3CS(=O)(=O)CC3S2)cc1 (configuration not stated),·,8.0,-11.5,-9.2,-4.1,-4.1,0.4,-0.4
COc1ccccc1N1CCN(CC(=O)Nc2c(C)n(C)n(-c3ccccc3)c2=O)CC1,-7.2,3.4,0.0,-7.9,-4.9,9.4,0.3,8.9
Cc1ccc(NC(=O)COC(=O)c2ccc(=O)n(Cc3ccccc3)n2)cc1F,6.3,-6.0,-11.8,4.5,-1.4,-8.2,2.5,-9.6
CC(C)N1CCC(C)(C(=O)Nc2ccccc2Oc2ccccc2)C1 (configuration not stated),11.1,5.5,6.3,-5.6,·,9.8,0.9,9.2
CCOCCn1c(=O)c2c(nc3n2CCN3c2ccc(CC)cc2)n(C)c1=O,1.4,-22.7,1.8,-1.0,-2.1,-9.3,1.4,-1.5
CCc1ccc([C@@H]2CC(=O)[C@@H]3CN(S(=O)(=O)c4ccc(Cl)cc4)[C@H](c4ccc(C)cc4)C[C@@H]3N2S(=O)(=O)c2ccc(C)cc2)cc1,8.8,-5.0,-1.7,7.0,·,5.0,1.5,14.0
CC(=O)Nc1ccc(S(=O)(=O)NCCc2cn3nc(C)c(C)nc3n2)cc1,6.0,-5.9,0.5,-0.1,-5.1,9.5,-0.1,4.2
N#Cc1c(NC(=O)CSc2nc(N)cc(=O)[nH]2)sc2c1CCCC2,5.0,·,7.3,·,-7.3,-0.7,·,-12.5
Cc1cccc(N=Cc2cc3c(cc2[N+](=O)[O-])OCO3)c1,·,12.3,-0.5,0.6,10.6,·,-1.8,·
CNS(=O)(=O)c1ccc(CNC[C@H]2O[C@@H](n3ccc(N)nc3=O)[C@H](O)[C@@H]2O)cc1,6.9,3.4,6.0,5.1,·,-1.5,-1.5,6.6
C=CCNC(=O)/C(=C\c1ccc([N+](=O)[O-])cc1)NC(C)=O,·,·,5.5,2.6,-0.8,·,-0.5,·
Cc1ccc(OCC(=O)N2CCCCCCC2)cc1,-10.1,-2.6,0.1,-2.4,-2.1,-7.7,2.4,-45.0
NC(=O)COC(=O)c1cccc(S(=O)(=O)N2CCCCC2)c1,-3.3,·,10.6,1.1,-2.8,7.0,-2.0,14.4

Screens as filed in PubChem.
